# Source: PubChem (several laboratories)
# PLC-gamma1 inh – blocks human PLC-gamma1 enzyme activity; purified PLC-gamma1, fluorogenic substrate, fluorescence; inhibition, % at 12.2 µM; P19174; 370,000 compounds, 0.84% hits; in the data active = inhibition above about 9.5%
# Target sequence (P19174 whole entry, looked up): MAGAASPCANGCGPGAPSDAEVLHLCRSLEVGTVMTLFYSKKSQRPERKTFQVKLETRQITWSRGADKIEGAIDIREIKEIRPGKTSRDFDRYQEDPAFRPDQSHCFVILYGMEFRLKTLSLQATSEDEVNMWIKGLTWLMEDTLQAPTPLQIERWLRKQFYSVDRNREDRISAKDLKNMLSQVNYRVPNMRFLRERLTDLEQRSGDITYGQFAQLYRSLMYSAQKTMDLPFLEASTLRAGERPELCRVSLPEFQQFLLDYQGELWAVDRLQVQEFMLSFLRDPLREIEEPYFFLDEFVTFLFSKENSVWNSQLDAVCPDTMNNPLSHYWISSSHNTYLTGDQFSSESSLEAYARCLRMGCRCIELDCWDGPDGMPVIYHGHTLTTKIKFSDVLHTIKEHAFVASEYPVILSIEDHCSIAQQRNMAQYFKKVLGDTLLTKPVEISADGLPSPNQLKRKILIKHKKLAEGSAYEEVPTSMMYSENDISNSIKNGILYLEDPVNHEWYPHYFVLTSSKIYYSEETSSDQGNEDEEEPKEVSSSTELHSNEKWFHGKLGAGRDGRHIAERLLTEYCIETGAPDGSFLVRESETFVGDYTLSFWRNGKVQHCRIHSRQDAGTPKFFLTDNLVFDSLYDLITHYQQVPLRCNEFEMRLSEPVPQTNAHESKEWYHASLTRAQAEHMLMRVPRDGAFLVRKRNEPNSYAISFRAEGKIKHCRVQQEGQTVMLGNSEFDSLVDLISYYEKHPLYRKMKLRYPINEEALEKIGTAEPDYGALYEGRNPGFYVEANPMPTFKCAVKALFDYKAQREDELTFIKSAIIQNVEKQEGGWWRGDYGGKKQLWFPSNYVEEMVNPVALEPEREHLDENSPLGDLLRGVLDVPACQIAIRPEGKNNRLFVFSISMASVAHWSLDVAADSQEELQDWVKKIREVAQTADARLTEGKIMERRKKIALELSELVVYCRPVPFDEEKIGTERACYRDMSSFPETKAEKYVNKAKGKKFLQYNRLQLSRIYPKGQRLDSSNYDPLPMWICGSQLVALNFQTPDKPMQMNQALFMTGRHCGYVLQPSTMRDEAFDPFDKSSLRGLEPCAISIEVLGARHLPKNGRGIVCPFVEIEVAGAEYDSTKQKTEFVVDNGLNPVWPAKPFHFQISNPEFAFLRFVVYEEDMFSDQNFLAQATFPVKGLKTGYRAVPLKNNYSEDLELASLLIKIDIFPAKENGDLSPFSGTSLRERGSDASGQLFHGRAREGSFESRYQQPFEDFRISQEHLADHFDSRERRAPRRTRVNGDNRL
# DAX1 inh-1 – DAX1 (NR0B1) inhibition, primary screen; inhibition, % at 6.8 µM; HEK293T StAR-luciferase reporter, SF-1/DAX-1 repression relief; 370,000 compounds, 1.1% hits; AID 652010;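 active = inhibition above the mean over all tested compounds plus 3 SD, cut at about 3.6% in these data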;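 also: 0% = DAX-1 cells with DMSO and 100% = cells lacking DAX-1 with DMSO; higher inhibition means more luminescence from relief of DAX-1 repression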
# ssDAF12 agonist – activates DAF-12 receptor from parasite S. stercoralis | 370,000 compounds, 1% hits | HEK293 ssDAF-12/GRIP1 lit1-tk-luc reporter, luminescence; % of 3 µM dafachronic acid response | activation, % at 6.8 µM | AID 652126;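 active = activation above the mean over all tested compounds plus 3 SD, cut at about 0.9% in these data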;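 also: 0% = DMSO-only wells and 100% = 3 µM delta7-dafachronic acid wells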
# PLCb3 inh – blocks human PLC-beta3 enzyme activity | inhibition, % at 12.2 µM | 370,000 compounds, 0.18% hits | Purified PLC-beta3, fluorogenic substrate, fluorescence; in the data active = inhibition above about 11%;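 also: 0% = median of compound wells on plate and 100% = full blocker control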
# SMARCA2 activ – SMARCA2 function activation, primary screen. AID 652017. MG213 cells, MMTV-luciferase reporter, dexamethasone, overnight. activation, % at 9.1 µM. 370,000 compounds, 1% hits; in the data active = activation above about 7.8%;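 also: 0% = vehicle wells and 100% = reference activator wells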
# MBD2 inh – MBD2-methylated oligo binding inhibition; Q9UBB5; TR-FRET, MBD2 binding to methylated oligonucleotide; inhibition, % at 4.4 µM; 370,000 compounds, 0.31% hits; in the data active = inhibition above about 13%
# hgDAF-12 ag – activates the H. glycines DAF-12 receptor ligand-binding domain. HEK293 GAL4-hgDAF12 UAS-luciferase reporter, agonist luminescence; normalized to butyrate control. activation, % at 6.8 µM. 370,000 compounds, 1.8% hits;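 active = activation above a cutoff set at the mean of all screened compounds plus 3 SD, cut at about 10% in these data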;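 also: 0% = DMSO wells and 100% = sodium butyrate wells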
# ADAM17 inh – inhibitors of human ADAM17 | P78536 | recombinant ADAM17, EDANS/DABCYL FRET peptide cleavage | inhibition, % at 6.95 µM | 370,000 compounds, 0.83% hits | AID 720648;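 active = inhibition above the mean of compounds lying between control limits plus 3 SD, set per campaign, cut at about 8.5% in these data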;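 also: 0% = DMSO-only wells as the low control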
# DAX1 inh-2 – inhibits human nuclear receptor DAX1; P51843; HEK293 Gal4-DAX1 luciferase reporter, luminescence; inhibition, % at 6.75 µM; 340,000 compounds, 0.99% hits; AID 504766;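 active = inhibition above the mean over all tested compounds plus 3 SD, cut at about 4.2% in these data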;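 also: 0% = DAX1-transfected cells with DMSO and 100% = empty-vector control cells with DMSO; inhibition shows as a rise in luminescence from relieved DAX1 repression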
# hcDAF12 agonist – activates DAF-12 receptor from parasite H. contortus. activation, % at 6.8 µM. HEK293 hcDAF-12 lit1-tk-luc reporter, luminescence; 0% DMSO, 100% Δ7-dafachronic acid. AID 652067. 370,000 compounds, 1.4% hits;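 active = activation above the mean of all tested compounds plus 3 SD, cut at about 5.5% in these data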;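 also: 100% = response to 3 µM Δ7-dafachronic acid high control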
# Rev-erbA mod – modulators of human Rev-erb alpha DNA binding | P20393 | Rev-erbα–FITC-DNA binding, fluorescence polarization, 90 min | activity, % at 10 µM | 370,000 compounds, 0.79% hits | AID 1259318;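 active = activity above about 14%, limit read from the data; passing the limit was not always enough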;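 also: 0% = DMSO wells with 35 nM protein and 100% = DMSO wells with 750 nM protein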
# Active calls of the source: *; i = inactive; . = no result given; & = joins results of further samples.
SMILES,PLC-gamma1 inh,DAX1 inh-1,ssDAF12 agonist,PLCb3 inh,SMARCA2 activ,MBD2 inh,hgDAF-12 ag,ADAM17 inh,DAX1 inh-2,hcDAF12 agonist,Rev-erbA mod
CC(C)(C)C(=O)COC(=O)C1=NN(c2ccccc2)C(=O)CC1,1,0.1,-0.9,-1,-3,2,5.4,-2,0.7,-0.7,-1
Cc1cccc(COCC(Cc2ccccc2)N2CCN(C(=O)c3cccc(Cl)c3)CCC2=O)c1 (stereo not drawn),2,-0.8,-1.8,0,-1,4,0.0,3,1.3,-0.2,3
CCC(C)[C@H](NC(=O)N1CC(=O)Nc2ccccc21)C(=O)N[C@H](Cc1c[nH]c2ccccc12)C(=O)O (stereo partly drawn),-6,-0.5,0.2,-8,0,2,-0.3,-8,0.6,8.0*,3
COc1cccc(NC(=O)C2CCN(C(=O)[C@@H]3Cc4ccccc4CN3C(=O)OC(C)(C)C)CC2)c1,-4,0.2,-0.6,-9,0,-4,1.7,1,-0.6,0.5,-4
COc1ccc(CCNC(=O)c2ccc(CNc3nc(=S)[nH]c4ccccc34)cc2)cc1OC,2,-1.4,-2.5,1,-5,1,-0.6,1,-2.1,-3.6,13
CCN(CC)CC1CN(N=Cc2ccc([N+](=O)[O-])o2)C(=O)O1 (stereo not drawn),-5,-2.0,-1.4,-7,2,-5,-0.9,0,0.4,-0.9,-8
COc1ccc(-c2nnc(SCc3nc4ccccc4c(=O)[nH]3)o2)cc1,-2,0.1,-1.5,-8,2,7,-4.1,-2,3.5,1.3,7
CN(C)Cc1c(O)ccc2cc(-c3nc4ccccc4n3C)c(=O)oc12,i,0.8,-0.1,i,1,1,3.5,i,1.4,2.4,-16
O=C(O)/C=C/C(=O)Nc1ccc(F)cc1F,1,-0.4,-1.1,7,0,-5,0.5,2,-1.5,1.0,3
COC(=O)CSc1nc2ccccc2c(=O)n1Cc1ccccc1,3,0.7,-1.3,3,-2,-2,-3.6,2,-0.5,-0.6,0
CCCCCC(=O)Nc1ccc(-c2csc(C)n2)cc1,1,1.0,-0.7,-2,1,-9,1.9,-3,3.3,0.7,-3
O=C(COC(=O)c1cccc(S(=O)(=O)N2CCCC2)c1)c1ccc(F)cc1,-1,0.3,-1.1,0,-4,1,4.6,-1,1.0,1.2,-1
COc1ccc(NC2=CC(=O)CC(c3ccccc3)C2)c(OC)c1 (stereo not drawn),-22,-2.4,-0.1,-22,0,2,0.0,-4,-2.6,-1.0,-1
Cn1c(=O)[nH]c(=O)c2c1nc(SCC(=O)Nc1ccccc1)n2Cc1ccccc1,-2,0.8,-1.6,-1,-2,2,-1.8,-4,-1.3,-1.3,-7
CCCc1c(C(=O)N/N=C/c2cccc3ccccc23)nnn1-c1nonc1N,3,0.1,-1.1,-9,-2,0,-0.8,-1,2.8,1.8,-2
Cn1c(=O)c2[nH]cnc2n(C)c1=O,0,0.3,-0.9,1,-3,-1,2.1,-2,0.4,2.3,-10&1
Cc1ccc(C)c(S(=O)(=O)N2CCCOC2CNC(=O)C(=O)NCCc2ccccc2)c1 (stereo not drawn),-1,-2.0,-1.5,-12,-3,9,3.0,4,0.9,-1.3,6
Cc1cc(F)ccc1S(=O)(=O)NCC(c1ccc2c(c1)OCO2)N1CCOCC1 (stereo not drawn),2,1.4,-0.3,-7,0,-2,0.1,-2,0.2,0.7,-6
CCC(C)c1ccc(C(CC)NC(=O)C2CCCO2)cc1 (stereo not drawn),-3,-0.9,-2.0,-5,-2,-1,-1.3,-3,-1.2,-1.7,0
Cc1ccc(C)c(NC(=O)COc2cccc3c2CCN(Cc2ccccc2)C3=O)c1,-1,-0.2,-1.3,2,3,2,3.2,2,0.5,-1.0,-12
C#CCOC(=O)Nc1cccn(Cc2c(Cl)cccc2Cl)c1=O,-6,-1.8,-2.1,-3,1,2,-0.8,-1,-0.2,-3.6,-2
O=C(O)CCCC(=O)Nc1ccc(C(=O)N2CCCCC2)cc1,0,-0.1,-1.8,3,5,3,-0.2,-1,-0.3,0.0,-2
Cc1c(NC(=O)c2ccc3c(c2)OCO3)cccc1-c1nc2ccccc2s1,0,0.9,-1.6,-2,-2,7,-2.1,-6,1.6,-1.2,13
O=C(Nc1ccc(S(=O)(=O)N2CCCC2)cc1)Nc1ccc(F)cc1F,1,0.2,-0.8,-6,1,-3,2.6,1,0.1,-1.1,7

# Some of the entries so far, with tabs.
Molecule	PLC-gamma1 inh	DAX1 inh-1	ssDAF12 agonist	PLCb3 inh	SMARCA2 activ	MBD2 inh	hgDAF-12 ag	ADAM17 inh	DAX1 inh-2	hcDAF12 agonist	Rev-erbA mod
CCCc1c(C(=O)N/N=C/c2cccc3ccccc23)nnn1-c1nonc1N	3	0.1	-1.1	-9	-2	0	-0.8	-1	2.8	1.8	-2
Cn1c(=O)c2[nH]cnc2n(C)c1=O	0	0.3	-0.9	1	-3	-1	2.1	-2	0.4	2.3	-10&1
Cc1ccc(C)c(S(=O)(=O)N2CCCOC2CNC(=O)C(=O)NCCc2ccccc2)c1 (stereo not drawn)	-1	-2.0	-1.5	-12	-3	9	3.0	4	0.9	-1.3	6
Cc1cc(F)ccc1S(=O)(=O)NCC(c1ccc2c(c1)OCO2)N1CCOCC1 (stereo not drawn)	2	1.4	-0.3	-7	0	-2	0.1	-2	0.2	0.7	-6
CCC(C)c1ccc(C(CC)NC(=O)C2CCCO2)cc1 (stereo not drawn)	-3	-0.9	-2.0	-5	-2	-1	-1.3	-3	-1.2	-1.7	0
Cc1ccc(C)c(NC(=O)COc2cccc3c2CCN(Cc2ccccc2)C3=O)c1	-1	-0.2	-1.3	2	3	2	3.2	2	0.5	-1.0	-12
C#CCOC(=O)Nc1cccn(Cc2c(Cl)cccc2Cl)c1=O	-6	-1.8	-2.1	-3	1	2	-0.8	-1	-0.2	-3.6	-2
O=C(O)CCCC(=O)Nc1ccc(C(=O)N2CCCCC2)cc1	0	-0.1	-1.8	3	5	3	-0.2	-1	-0.3	0.0	-2
Cc1c(NC(=O)c2ccc3c(c2)OCO3)cccc1-c1nc2ccccc2s1	0	0.9	-1.6	-2	-2	7	-2.1	-6	1.6	-1.2	13

# Remaining list, next part:
SMILES,PLC-gamma1 inh,DAX1 inh-1,ssDAF12 agonist,PLCb3 inh,SMARCA2 activ,MBD2 inh,hgDAF-12 ag,ADAM17 inh,DAX1 inh-2,hcDAF12 agonist,Rev-erbA mod
Cc1cc(=O)oc2c3c(cc(OCC(=O)NC(C)C)c12)OC(C)(C)CC3,i,-0.7,-1.2,i,-2,-4,-4.8,i,-0.2,-2.6,3
CCc1nc2n[nH]c(N)c2c2c1CSC(C)(C)C2,5,0.0,-1.1,-6,-2,-3,-1.3,1,1.0,-0.9,2
Cn1nnc2cc(C(=O)Nc3ccc(Cl)cc3)ccc21,-2,-0.4,-1.4,-2,2,8,-0.1,-6,-0.1,2.5,3
C=CCOc1c(/C=N\NC(N)=O)cccc1OC,-1,-0.3,-0.6,-6,-8,-2,0.1,-8,-0.9,1.2,0
CN(Cc1cccnc1)Cc1cn(Cc2ccccc2)nc1-c1ccc2c(c1)OCO2,1,-0.7,-2.0,0,-3,6,-0.2,1,-0.4,-1.9,-3
Cc1ccc(/C(O)=C2/C(=O)C(=O)N(c3ccccn3)C2c2cccc([N+](=O)[O-])c2)cc1 (stereo not drawn),4,0.6,-1.3,-8,-2,0,-1.0,-1,0.6,0.5,-1
CC1CCc2c(sc3nc(SCC(=O)NCc4ccco4)nc(N)c23)C1 (stereo not drawn),-1,-0.3,-1.0,-3,2,-7,0.7,-14,-0.3,-0.2,-3
O=C(CCS(=O)(=O)c1ccc(Br)cc1)NCc1cccs1,0,-0.5,-1.0,3,1,1,-3.0,0,1.1,-1.3,1
CCCc1cc(=O)[nH]c(SCC(=O)c2c(C)[nH]c3ccccc23)n1,7,0.7,-1.4,-3,0,3,-1.8,1,-1.6,-0.6,-4
COc1cccc(-c2cnc(C(O)c3ccc(F)cc3C)[nH]2)c1 (stereo not drawn),0,-0.3,-1.2,4,-3,0,-1.2,0,.,2.3,-9
COCCNC(=S)N1CCN(C)CC1,1,-0.4,-1.3,-10,-2,3,2.4,-6,-1.6,-0.5,-1
O=C(COC(=O)c1cccc(S(=O)(=O)N2CCCC2)c1)NCc1ccccc1,-1,0.0,-1.1,2,0,6,-0.2,-3,-0.5,-1.5,6
O=C(COc1ccc(Cl)cc1)Nc1ccc(CN2CCOCC2)cc1,-2,-2.8,-1.5,-9,-3,-1,-0.1,-1,-1.1,-1.1,3
N#CCSc1ccccc1NC(=O)CN1C(=O)NC(CCc2ccccc2)C1=O (stereo not drawn),-6,0.7,-0.1,0,-5,-1,-0.3,1,2.6,4.2,-5
Cc1ccc(S(=O)(=O)N(CC(O)CN2C(=O)NC(C)(C)C2=O)c2cccc([N+](=O)[O-])c2)cc1 (stereo not drawn),4,-0.5,-1.2,-5,0,3,-1.9,1,-0.1,-0.9,-2
Nn1c(SCc2cccc3ccccc23)nnc1-c1cc(-c2ccc(F)cc2)n[nH]1,1,-2.4,-1.3,-1,-9,2,3.3,0,.,-2.8,2
COc1ccc(NC(=O)N2CCCC2C(=O)Nc2ccccc2F)cc1 (stereo not drawn),0,0.5,-0.9,-8,-1,8,-1.7,-4,-0.3,-1.4,2
Cn1cccc1/C=C(\C#N)c1ccccc1,0,-0.3,-2.2,-2,5,-6,-0.9,1,-0.3,0.0,-4
CCOc1ccc(N2C(=O)CC(N(Cc3ccco3)C(C)=O)C2=O)cc1 (stereo not drawn),-1,-0.2,-1.2,2,1,3,-0.8,1,0.9,3.1,5
C[C@H](CO)N1C[C@H](C)[C@@H](CN(C)C(=O)CCC(F)(F)F)OCc2cnnn2CCCC1=O,-1,-0.4,-0.5,6,2,1,2.3,-3,1.0,2.4,3
CCc1cc(=O)oc2cc3occ(C)c3cc12,-143,-1.6,-1.3,-175,1,-4,-0.5,-56,0.7,-0.9,-5
CC(C)Cc1nc2sc3c(NCc4ccco4)ncnc3c2c2c1COC(C)(C)C2,-6,0.5,-1.6,1,-1,-4,0.6,-1,-1.3,-1.7,11
CCOc1cc(NC(=O)Nc2ccccc2)c(OCC)cc1NC(=O)CC,0,-0.4,0.4,-7,1,-4,0.5,-2,2.6,0.0,-8
O=C(COC(=O)c1ccc(NS(=O)(=O)c2cccs2)cc1O)NC1CCCCC1,-3,-0.7,-1.2,-9,0,1,2.3,-3,0.1,-0.9,10
Cn1c(=O)c2[nH]c(NN=Cc3ccc(Br)cc3)nc2n(C)c1=O,0,-0.5,-1.6,-7,-1,3,3.4,-4,-0.7,-1.2,-23
COc1ccc(C(=O)Cn2nnc(-c3ccccc3NC(=O)C3CC3)n2)cc1,3,-0.2,-0.6,0,1,-1,-0.6,-1,1.3,0.0,0
COC(=O)[C@]12C[C@H](CC(=O)NCc3ccc(OC)c(OC)c3)C(=O)N(Cc3ccco3)C1=C[C@H](C(C)(C)C)O[C@@H]2C,-1,-0.1,-0.7,2,-1,3,0.5,1,.,-0.6,-5
CCCN(CC(=O)Nc1ccccc1C)C(=O)Cc1c(C)nc2ccccc2c1C,-19,1.3,-0.7,-16,-2,-4,0.4,0,-0.3,1.6,-9
